RXFP1 antag = blocks the human relaxin receptor RXFP1; HEK293-RXFP1, relaxin-stimulated cAMP HTRF, 30 min; hits give low values; activity change, negative = inhibition, % at 57.5 µM; 0.59% of 350,000 active; AID 1259400;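 active means activity change of -60% or lower, but not beyond a set lower limit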; further: on the % scale 0 is the no-effect control and ±100 the full control effect
D2 antag = antagonizes the human D2 dopamine receptor; HEK293 TREx D2 cells, calcium flux, dopamine EC80; inhibition, % at 10 µM; P14416; 2% of 340,000 active; in the data active means inhibition above about 30%; further: 0% is about no effect
Target sequence (P14416 whole entry, looked up): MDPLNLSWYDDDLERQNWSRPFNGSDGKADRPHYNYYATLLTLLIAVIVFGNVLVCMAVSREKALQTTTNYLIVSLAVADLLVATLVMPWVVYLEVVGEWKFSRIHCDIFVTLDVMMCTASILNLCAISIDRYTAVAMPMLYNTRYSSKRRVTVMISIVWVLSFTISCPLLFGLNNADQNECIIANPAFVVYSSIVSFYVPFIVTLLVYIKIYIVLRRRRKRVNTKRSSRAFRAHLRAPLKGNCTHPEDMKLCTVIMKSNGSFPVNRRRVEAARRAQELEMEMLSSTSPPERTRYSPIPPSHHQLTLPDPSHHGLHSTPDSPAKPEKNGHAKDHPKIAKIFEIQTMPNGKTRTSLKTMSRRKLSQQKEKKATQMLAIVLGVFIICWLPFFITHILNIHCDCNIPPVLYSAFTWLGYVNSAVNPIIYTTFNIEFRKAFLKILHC
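Compounds are added to dye-loaded, induced HEK293 T-REx cells coupled to calcium release via D2; after a 3 min kinetic read an EC80 dopamine stimulus is given and fluorescence is recorded for 3 more min.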
D1 antag = antagonists of human D1 dopamine receptor; activity change, negative = inhibition, % at 10 µM; HEK293 TREx D1 cells, calcium flux, dopamine EC80; hits give low values; 3.2% of 360,000 active; P21728; AID 504652; in the data active means activity change below about -30%; further: on the % scale 0 is the no-effect control and ±100 the full control effect
Target sequence (P21728 whole entry, looked up): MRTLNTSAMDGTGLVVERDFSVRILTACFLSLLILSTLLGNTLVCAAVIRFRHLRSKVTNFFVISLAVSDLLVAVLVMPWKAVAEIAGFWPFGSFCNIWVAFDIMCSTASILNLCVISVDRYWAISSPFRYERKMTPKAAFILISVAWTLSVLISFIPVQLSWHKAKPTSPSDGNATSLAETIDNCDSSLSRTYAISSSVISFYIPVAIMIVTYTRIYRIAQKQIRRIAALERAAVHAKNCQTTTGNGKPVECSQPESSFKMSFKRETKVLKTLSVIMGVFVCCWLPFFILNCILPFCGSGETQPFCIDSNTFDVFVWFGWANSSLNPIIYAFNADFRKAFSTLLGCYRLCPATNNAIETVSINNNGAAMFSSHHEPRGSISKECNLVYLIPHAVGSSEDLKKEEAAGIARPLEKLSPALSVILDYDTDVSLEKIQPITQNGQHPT
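Inducible Hek293 Trex D1 cells (tetracycline, overnight, 30 C). Calcium dye 30–90 min RT. Antagonist mode: EC80 dopamine added after 180 s compound read.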
D2 ag = D2 dopamine receptor (human) agonism. 0.53% of 340,000 active. P14416. HEK293 T-REx D2 cells, calcium flux agonist mode. activation, % at 2 µM. AID 485358;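 active means activation over 3 SD above normal in the single-dose calcium agonist read, cut at about 30% in these data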; further: 0% is about no effect
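Tetracycline-induced HEK293 Trex cells with D2 receptor force-coupled to calcium signaling, plated overnight at 30 C and loaded with no-wash calcium dye. Calcium flux read kinetically for 180 s after compound addition; responses flag agonists.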
TRHR enhancer = allosterically enhances the human TRH receptor; TRHR cells, fluo-8 calcium fluorescence, EC20 TRH enhancement; 0.66% of 360,000 active; P34981; enhancement, % at 2 µM; AID 493056; in the data active means enhancement above about 30%; further: 0% is about no effect
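Enhancer read-out: after compound pinning and an initial kinetic agonist-mode read, an EC20 of TRH (10 nM final) was injected and fluo-8 calcium signal (Ex 480/Em 530) followed at 1 s/cycle for 100 cycles in TRHR-expressing cells.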
RXFP1 agonist = activates the human relaxin receptor RXFP1 | Potency, µM (series often up to 57.5 µM), for inactives: top-dose activation, most hits filed as activators | 0.3% of 370,000 active | HEK293T-RXFP1 cAMP TR-FRET, 30 min; response scale: percent of porcine relaxin response, buffer zero | Q9HBX9 | AID 2676; active means well fitted activation curve with a large enough effect; further: potency means the concentration at half of the fitted maximal effect; on the % scale 0 is the no-effect control and ±100 the full control effect; nearly all actives have a fitted effect of over 60% in size; many of its hits are not listed in these tables
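HEK293T cells stably expressing RXFP1 were pretreated with the PDE4 inhibitor Ro 20174, exposed to compounds for 30 min at 37C, lysed, and cAMP was read by TR-FRET. Data normalized to buffer (basal) and 29 nM porcine relaxin (100%).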
D1 PAM = enhances dopamine response at the human D1 receptor | P21728 | HEK293 TREx D1 cells, calcium flux, dopamine EC20 potentiation | potentiation, % at 10 µM | 0.036% of 360,000 active | AID 504651; in the data active means potentiation above about 30%; further: 0% is about no effect
D1 ag = human D1 receptor agonism. HEK293 T-REx D1 cells, calcium flux, agonist mode. activation, % at 2 µM. 1% of 360,000 active. AID 504660; in the data active means activation above about 30%; further: 0% is about no effect
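Inducible HEK293 T-REx D1 cells, force-coupled to calcium signalling, were plated at 4000 cells/well with tetracycline and held overnight at 30 C. After no-wash calcium dye loading, compound-evoked calcium rise over 180 s flagged agonists.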
D2 PAM = positively modulates the human D2 dopamine receptor allosterically; P14416; HEK293 T-REx D2, calcium flux, EC20 dopamine potentiation; potentiation, % at 10 µM; 0.34% of 340,000 active; AID 485347;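 active means potentiation over 3 SD above the plate norm, cut at about 30% in these data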; further: 0% is about no effect
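Using a no-wash calcium dye in inducible, force-coupled HEK293 Trex cells expressing D2, we tracked fluorescence each second for 180 s after compound, then for 180 s after EC20 dopamine to detect augmented signalling.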
Numbers without * were called inactive; . = no result given. This is a subset. The share of hits here may be higher or lower than overall.

SMILES	RXFP1 antag	D2 antag	D1 antag	D2 ag	TRHR enhancer	RXFP1 agonist	D1 PAM	D1 ag	D2 PAM
COc1cccc(/C=N/NC(=O)CCCC(=O)NC2CCCCC2)c1	-1.7	6.3	-5.0	9.1	-0.7	1.7%	-0.5	-0.2	1.7
Cc1ccc(NC(=O)[C@H](Cc2ccccc2)N2Cc3ccccc3C2=O)cc1	.	.	4.2	.	-4.5	8.0%	-3.5	3.0	2.0
Cc1cc(N2CCCC2)nc2ccccc12	4.1	-0.3	3.3	0.7	-3.6	4.7%	2.8	-0.4	-3.7
CCC(C(=O)NCc1ccccc1)n1ncn2c(cc3occc32)c1=O (stereo not drawn)	.	.	-3.4	-0.4	-3.6	2.9%	-0.9	-3.1	14.7
O=C(Nn1c(Cc2ccccc2)nc2ccccc2c1=O)c1c(O)c2cccc3c2n(c1=O)CCC3	1.0	-18.5	8.7	0.2	10.1	-0.5%	-2.3	5.6	6.2
Cn1c(=O)cc(Cl)[nH]c1=O	12.6	.	-3.5	.	-6.5	3.3%	-0.6	-2.9	.
COc1ccc(C(=O)NCCCN(C)CCCNC(=O)c2ccc(OC)cc2)cc1	-0.7	-7.1	-22.9	-0.8	-5.4	-2.6%	1.5	2.1	-1.2
Oc1ccc(/C=N/N2CCCCC2)c(O)c1O	-8.5	.	2.5	.	2.6	-0.1%	-4.2	3.6	.
O=C1C=C(c2cc(Cl)cc(Cl)c2)C[C@@H](c2ccc3c(c2)OCO3)C1	.	-9.5	.	0.5	-3.2	-0.3%	11.8	-2.9	-12.8
COc1cc(OC)c(N(C)C(=O)c2cn(C3CCCC3)c(=O)c3c2c2ccccc2n3C)cc1Cl	-30.6	.	-13.3	.	-6.1	-0.1%	-0.7	4.0	8.5
CCOC(=O)CNC(=O)c1cc2c(=O)n3cccc(C)c3nc2s1	-0.7	.	0.7	.	-2.0	28.9%	1.4	-0.1	9.8
CCCc1cc(=O)oc2cc(OCC(=O)NC3CCN(Cc4ccccc4)CC3)ccc12	-17.3	.	2.7	.	4.0	0.5%	-2.6	4.7	.
CCc1ccccc1N(CC)C(=O)CCc1nc(-c2ccc(C)cc2)no1	-10.3	-1.8	-3.3	1.1	2.9	1.3%	-7.3	34.2*	6.4
COc1cccc(/C=N/n2nnnc2N)c1	-1.1	5.1	19.3	0.5	-1.9	3.0%	-1.5	0.0	-1.0
Cc1ccc2c(c1)N(C(=O)c1ccc(F)cc1)C(C)(C)CC2(C)c1ccccc1 (stereo not drawn)	3.2	.	4.0	.	-4.9	-0.1%	1.7	1.2	-6.3
Cc1cccc(CSc2nc3ccncc3n2Cc2ccc(C(=O)O)cc2)c1	-9.9	.	14.5	0.2	-4.2	4.2%	-0.7	-0.7	1.8
COc1ccccc1N/C(=N/S(=O)(=O)c1ccc(Cl)cc1)c1ccccc1	6.8	-2.3	7.0	-1.7	3.0	0.1%	-3.2	4.2	10.2
COc1ccccc1NC(=S)N(Cc1ccco1)Cc1cc2cc(C)cc(C)c2[nH]c1=O	-4.7	-12.6	-7.4	-0.8	0.6	0.2%	-7.3	1.6	-11.1
CC(=O)Nc1c(C(=O)c2ccccc2)oc2ccccc12	-2.5	-12.0	2.7	-0.3	-3.8	2.1%	-4.4	-0.1	-2.5
O=C(CCCc1nc(-c2ccc(Cl)cc2)no1)NC1CCCC1	-9.7	.	-18.3	.	-0.6	-0.2%	-9.5	6.2	.
Cc1cccc(NC(=S)N(CCN2CCOCC2)Cc2cc3cc4c(cc3[nH]c2=O)OCO4)c1	-3.0	13.2	-6.3	-0.1	-1.2	8.8%	-6.7	0.2	2.7
O=C(Oc1cc(=O)oc2ccccc12)c1ccccc1	.	-11.2	-16.1	-0.3	1.8	0.6%	2.0	-0.2	1.5
Cc1c(NC(=O)C(C)OC(=O)/C=C/c2ccco2)c(=O)n(-c2ccccc2)n1C (stereo not drawn)	0.4	1.2	-0.6	0.0	3.3	-0.3%	-1.6	0.5	-1.6
CCC(C)[C@@H](C(=O)N1CCNCC1)n1cc(CCCCN)nn1 (stereo partly drawn)	.	-4.2	9.2	0.3	2.8	0.6%	2.3	-0.9	10.8
O=C(NCCc1c[nH]c2ccccc12)c1ccc2nc[nH]c2c1	18.2	5.3	12.6	-1.9	13.3	1.3%	-7.0	-0.6	0.5

A different layout for 3 compounds above.
SMILES: Cc1ccc2c(c1)N(C(=O)c1ccc(F)cc1)C(C)(C)CC2(C)c1ccccc1 (stereo not drawn)
  RXFP1 antag = 3.2
  D2 antag = .
  D1 antag = 4.0
  D2 ag = .
  TRHR enhancer = -4.9
  RXFP1 agonist = -0.1%
  D1 PAM = 1.7
  D1 ag = 1.2
  D2 PAM = -6.3
SMILES: Cc1cccc(CSc2nc3ccncc3n2Cc2ccc(C(=O)O)cc2)c1
  RXFP1 antag = -9.9
  D2 antag = .
  D1 antag = 14.5
  D2 ag = 0.2
  TRHR enhancer = -4.2
  RXFP1 agonist = 4.2%
  D1 PAM = -0.7
  D1 ag = -0.7
  D2 PAM = 1.8
SMILES: COc1ccccc1N/C(=N/S(=O)(=O)c1ccc(Cl)cc1)c1ccccc1
  RXFP1 antag = 6.8
  D2 antag = -2.3
  D1 antag = 7.0
  D2 ag = -1.7
  TRHR enhancer = 3.0
  RXFP1 agonist = 0.1%
  D1 PAM = -3.2
  D1 ag = 4.2
  D2 PAM = 10.2

Next part.
SMILES	RXFP1 antag	D2 antag	D1 antag	D2 ag	TRHR enhancer	RXFP1 agonist	D1 PAM	D1 ag	D2 PAM
N#CCCn1ncc2ccccc21	2.7	-0.6	-14.1	0.0	-7.2	4.9%	-5.2	2.3	-5.9
Cc1ccc(CNC(=O)CN2N=C(c3ccc(C)cc3)CCC2=O)cc1	4.6	.	-8.6	0.7	14.5	0.4%	0.3	-3.4	20.6
Cc1c(Br)c(O)c(Br)c(O)c1/C=N/n1c(-c2ccccc2)n[nH]c1=S	-10.6	9.1	-9.7	-0.1	3.8	-0.5%	-6.1	5.4	1.9
CCN(CC)c1ccc(C(=O)Nc2ccc3nc(N(CC)CC)cc(C)c3c2)cc1	.	.	-3.0	-0.6	2.7	-0.9%	-0.9	-1.2	-1.8
O=C(CC(C(=O)O)c1ccccc1)Nc1ccccc1 (stereo not drawn)	2.0	-9.1	-11.3	-0.8	3.4	0.5%	-5.5	3.1	9.5
COc1ccccc1N1CCN(S(=O)(=O)c2ccc(NC(C)=O)cc2)CC1	1.1	-13.1	-1.8	0.6	-0.6	1.2%	-6.8	0.4	6.6
Nc1cc(Cl)ccc1C(=O)OCC(=O)NC(=O)NCc1ccccc1	-1.8	-2.2	4.2	-0.2	3.3	-1.7%	-3.8	4.6	2.6
COc1cccc(/C=C/C(=O)Nc2ccc3nc4n(c(=O)c3c2)CCCC4)c1OC	-10.4	-1.7	-8.4	-1.0	1.1	-0.1%	-0.9	1.1	34.9*
C=CCn1c(SCc2nc3ccccc3[nH]2)nnc1-c1ccncc1	5.7	-7.3	9.7	1.0	0.5	-2.8%	-4.7	2.0	6.7
Cc1ccccc1-n1c(C)nnc1SCC(=O)NNC(=O)c1ccccc1	23.1	-5.6	15.5	0.9	-0.3	0.3%	-6.7	2.7	15.8
COCCn1c(=S)[nH]c2ccc(N(C)C)cc2c1=O	3.8	11.0	16.8	0.3	2.3	8.3%	-3.0	6.1	-7.3
O=C1CCCN1CCCNC(=S)Nc1ccc(Nc2ccccc2)cc1	1.0	2.9	0.4	-0.1	-2.9	0.8%	-2.4	5.0	-2.5
CC(C)(C)C(=O)Nc1nnc(SCC(=O)Nc2ccc3c(c2)OCO3)s1	-4.0	13.5	3.1	0.1	-9.3	1.3%	3.3	4.3	-4.2
Cn1c(-c2cnn(-c3ccccc3)c2-n2cccc2)n[nH]c1=S	-8.0	.	-0.5	.	4.7	-1.1%	1.2	2.3	-4.0
O=C(O)CCC(=O)N1CCN(c2nc3ccccc3s2)CC1	-4.0	2.5	-69.0*	0.4	-1.2	0.4%	1.8	-0.2	2.2
COC(=O)CNC(=O)CCCCC(=O)NCC(=O)OC	6.8	-18.3	-2.6	0.4	-2.5	3.1%	0.2	0.9	-3.4
Cc1cc(=O)c2ccc3ccccc3c2[nH]1	-19.0	-10.7	-6.2	0.4	10.1	0.4%	2.8	3.2	-4.8
N#Cc1c(C(F)(F)F)cc(-c2cccc(Cl)c2)[nH]c1=O	-12.7	11.9	-13.2	0.0	-4.3	3.1%	-1.6	6.0	-0.2
CN1CCN(C(=O)/C(=C\c2cccs2)NC(=O)c2ccccc2)CC1	1.3	-9.1	-2.2	1.8	3.6	1.6%	.	4.6	-2.6
Cc1cccc(C)c1Nc1c(-c2ccc(Cl)s2)nc2ncccn12	-30.8	.	5.6	2.6	7.9	11.1%	0.1	8.6	7.0
O=C(NCC(=O)N1CCN(c2ccccc2)CC1)c1ccc(Cl)cc1	6.9	-11.0	0.6	-1.0	2.7	0.0%	1.2	2.3	11.4
COc1ccc(C(=O)N2CCN(c3ccccn3)CC2)cc1[N+](=O)[O-]	-4.2	-5.5	.	0.6	14.4	2.0%	-0.6	0.5	8.9
O=C(NCCS(=O)(=O)c1ccc(Br)cc1)c1ccc(F)cc1	-9.0	-10.8	4.6	-1.5	-1.8	-2.0%	-3.3	-0.2	7.2
Cc1cc(OCC(=O)NNC(=O)c2cccc(F)c2)ccc1Cl	-7.8	-10.0	8.9	0.2	3.7	0.1%	-6.1	0.5	0.1
COC(=O)c1cc2n(n1)CCN(Cc1ccc(OC)cc1)C2=O	-3.9	-4.1	19.2	0.3	-4.2	-0.1%	1.3	1.2	-3.6

The results go on.
SMILES	RXFP1 antag	D2 antag	D1 antag	D2 ag	TRHR enhancer	RXFP1 agonist	D1 PAM	D1 ag	D2 PAM
CC1Oc2ccccc2N(CC(=O)NCc2ccccc2)C1=O (stereo not drawn)	-3.6	-15.8	4.4	-0.9	-0.7	2.0%	-1.8	0.7	1.3
CC(=O)Nc1ccc(NS(=O)(=O)c2ccc(-c3cnc(C4CC4)o3)cc2)cc1	-21.1	-0.4	1.8	1.4	6.3	0.2%	-1.2	3.5	-8.2
Cc1ccccc1N1CCN(C2CCCN(C(=O)c3ccccn3)C2)CC1 (stereo not drawn)	-2.1	-2.7	-5.9	-0.7	1.1	-0.2%	2.8	3.9	-10.7
Cc1cc(O)c(-c2cc(C(=O)Nc3cccnc3)[nH]n2)cc1C	0.4	7.4	-11.5	-1.0	8.1	0.4%	2.1	3.1	-10.9
CCOC(=O)c1cccc(NC(=O)NC(C)c2c(-n3cccc3)sc3c2CCN(C)C3)c1 (stereo not drawn)	-6.3	.	0.6	-0.8	3.2	-2.9%	-3.1	36.3*	0.7
CCOc1ccc(NC(=O)C(CC(=O)O)Cc2ccc(C)cc2)cc1 (stereo not drawn)	-2.7	-11.5	15.0	-0.6	-4.6	-0.2%	1.8	3.0	-2.5
COc1ccc(-n2cc(C(=O)NCCc3ccc(C)cc3)c3ccccc3c2=O)cc1	4.8	.	-39.4*	0.2	8.9	0.3%	-2.9	5.4	-5.9
CN1CCN(S(=O)(=O)c2ccc(NC(=O)c3ccc(F)cc3)cc2)CC1	1.7	-5.7	-10.8	-0.3	6.9	1.2%	-15.6	1.5	-3.8

Compound activity deposited in PubChem by National Center for Advancing Translational Sciences (NCATS).
